# Screening results (PubChem BioAssay)
# S100A4 MyoIIA – inhibitors of S100A4-myosin IIA peptide binding, primary screen, biochemical, fluorescence polarization, TAMRA-MyoIIA peptide. AID 652163, 2013. inhibition, % at 10.7 µM. Protein S100-A4 (Homo sapiens), P26447. 0.14% of 360,000 active;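 active = mean inhibition of at least 70% across replicates, with every replicate also reaching that level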
# Target sequence (P26447 whole entry, looked up): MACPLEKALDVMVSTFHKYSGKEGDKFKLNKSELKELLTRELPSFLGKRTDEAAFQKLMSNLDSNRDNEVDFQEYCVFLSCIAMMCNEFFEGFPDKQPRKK
#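 Test system: S100A4 monomer protein. Medium: HEPES buffer with Ca2+, pH 7.2. Reagent: fluorescent myosin IIA peptide, 5 nM. Compound dosing: single-point compound testing. Timing: 5 min between mix addition and reading. Benchmarks: DMSO neutral and TFP positive wells.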
# PGC1a acetyl inh – inhibitors of PGC1a acetylation signal, primary screen, cell-based, U2OS, AlphaScreen, inhibitor mode. 0.17% of 350,000 active. inhibition, % at 15.6 µM. AlphaScreen anti-acetyl-lysine; with virally co-expressed GCN5 acetyltransferase. AID 651687, 2012;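 active = every replicate shows inhibition of at least 40%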;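 also: 0% = neutral control wells and 100% = positive control wells; some results beyond the cut were filed as inactive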
# EWS-Fli inh – EWS/Fli-driven NR0B1 reporter inhibitors, primary screen, A673 cells, NR0B1 luciferase, luminescence, MLPCN library; viability-normalised; inhibition, % at 12.6 µM; AID 651661, 2012; 0.67% of 350,000 active;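 active = mean inhibition of at least 50% after viability correction, with every replicate also passing that limit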;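 also: firefly luciferase signal divided by Alamar Blue viability fluorescence both relative to DMSO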
# PAX8 inh HTS – inhibitors of PAX8-driven TPO luciferase reporter, primary screen, RMG-I cells, single concentration. SteadyGlo, 24 h. inhibition, % at 12.6 µM. 1.2% of 360,000 active. AID 652154, 2013;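 active = mean replicate inhibition at least 60% with every replicate also reaching 60%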;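 also: luciferase light reporting Pax8 driven TPO promoter activity; plate controls were median of neutral control wells for no effect and mitoxantrone controls for full effect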
# FN deposit inh – inhibitors of fibronectin matrix deposition, primary screen, AH1F cells, Alexa488-fibronectin fluorescence, plate reader; inhibition, % at 12.6 µM; 0.086% of 350,000 active; AH1F fibroblasts, overnight;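 active = mean inhibition across replicates of 30% or more, regardless of how many single replicates reach that level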;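 also: positive control wells lacked labelled fibronectin entirely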
#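 Material – AH1F fibroblast monolayer, labelled fibronectin deposition · Reagent – labelled fibronectin 24 nM · Timing – 1 h adhesion, overnight exposure · Measured by – fluorescence at 485 nm excitation, 525 nm emission · Read-out – inhibition of fibronectin deposition signal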
# ERAP1 inh – human ERAP1 aminopeptidase inhibitors, primary screen, biochemical, single point, plate reader | 0.15% of 340,000 active | recombinant ERAP1, Leu-AMC fluorescence, 60 min | inhibition, % at 10.7 µM | Endoplasmic reticulum aminopeptidase 1 (Homo sapiens), Q9NZ08;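 active = mean replicate inhibition of at least 30%, or all replicates individually reaching that 30% level; inactive = mean below 30% and not every replicate reaching it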;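 also: 0% = neutral control wells and 100% = L-leucinethiol positive control wells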
# Target sequence (Q9NZ08 whole entry, looked up): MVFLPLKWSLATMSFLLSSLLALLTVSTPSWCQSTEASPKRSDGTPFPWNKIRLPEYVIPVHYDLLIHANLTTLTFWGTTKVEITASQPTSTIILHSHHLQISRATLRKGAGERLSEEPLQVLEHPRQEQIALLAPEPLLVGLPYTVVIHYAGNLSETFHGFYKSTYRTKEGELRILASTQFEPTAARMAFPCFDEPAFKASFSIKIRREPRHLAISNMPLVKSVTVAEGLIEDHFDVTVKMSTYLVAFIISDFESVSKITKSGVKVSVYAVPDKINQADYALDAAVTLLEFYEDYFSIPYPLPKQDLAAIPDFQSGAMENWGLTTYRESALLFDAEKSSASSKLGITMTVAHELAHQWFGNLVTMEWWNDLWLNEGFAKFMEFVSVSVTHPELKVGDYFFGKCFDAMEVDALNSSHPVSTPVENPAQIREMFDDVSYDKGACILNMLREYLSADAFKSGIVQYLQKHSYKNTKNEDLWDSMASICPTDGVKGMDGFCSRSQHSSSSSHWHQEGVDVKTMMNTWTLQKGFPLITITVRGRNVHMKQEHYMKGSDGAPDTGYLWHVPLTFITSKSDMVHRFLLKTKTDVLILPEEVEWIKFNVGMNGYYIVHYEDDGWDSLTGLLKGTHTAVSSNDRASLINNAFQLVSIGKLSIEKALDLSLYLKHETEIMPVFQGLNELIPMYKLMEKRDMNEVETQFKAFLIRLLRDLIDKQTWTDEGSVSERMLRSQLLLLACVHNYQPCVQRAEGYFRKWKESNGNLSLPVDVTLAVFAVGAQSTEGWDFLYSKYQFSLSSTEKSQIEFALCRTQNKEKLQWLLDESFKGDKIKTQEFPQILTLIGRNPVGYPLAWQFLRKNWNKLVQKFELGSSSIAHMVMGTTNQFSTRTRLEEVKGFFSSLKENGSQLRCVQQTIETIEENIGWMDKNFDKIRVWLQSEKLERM
# LGR2 antag – inhibitors of bursicon-induced LGR2 CRE-luciferase signal, primary screen, cell-based, HEK293, CRE-luciferase reporter, bursicon stimulation; inhibition, % at 9.99 µM; 0.35% of 380,000 active; Drosophila bursicon receptor LGR2 (rickets); bursicon-stimulated, 4 h; AID 720647, 2013;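 active = drop in luminescence signal, shown as inhibition above about 50% in the replicate tests, limit read from the data, passing the limit was not always enough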;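 also: agonist challenge used bursicon conditioned medium at about half maximal strength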
# PglD DTNB – C. jejuni PglD acetyltransferase inhibitors, primary screen, biochemical, DTNB colorimetric, single point. 0.098% of 360,000 active. UDP-N-acetylbacillosamine N-acetyltransferase PglD (Campylobacter jejuni). inhibition, % at 12.5 µM. purified PglD enzyme, DTNB colorimetric CoA detection; in the data active = inhibition above about 16%, passing the limit was not always enough; also: strong numbers were not always called active
# The depositor's hits bear a star; . = not tested or not shown.
# The opening 15 entries as a preview:
SMILES,S100A4 MyoIIA,PGC1a acetyl inh,EWS-Fli inh,PAX8 inh HTS,FN deposit inh,ERAP1 inh,LGR2 antag,PglD DTNB
CC(C)NC(=O)c1ccc2nc([C@@H]3O[C@H](CO)[C@H](O)[C@H](O)[C@H]3O)[nH]c2c1,-4,.,-2,-5,-1,-1,17,-2
Cc1ccc(C(=O)Cn2c(=N)n(CCN3CCOCC3)c3ccccc32)cc1,12,.,-102,-5,1,1,-27,1
COc1ccc(CCNCCC(c2ccccc2)c2ccccc2)cc1OC,0,-5,8,4,2,-5,-12,1
COc1cccc(NC(=O)C2(C)CCCN(C(C)C)C2)c1 (stereo unspecified),1,-9,-5,9,1,0,-12,4
Cc1cccc(C)c1NC(=O)CCCSc1nc2ccccc2s1,-4,.,4,4,4,-10,-7,5
C/C=C/c1ccc2c(c1)O[C@@H](CN(C)C(=O)c1ccc3c(c1)OCO3)[C@@H](C)CN([C@@H](C)CO)S2(=O)=O,14,-13,-1,.,3,0,0,-4
COc1ccccc1CN1CC(C(=O)NCc2nc3ccccc3n2C)CCC1=O (stereo unspecified),-1,-4,5,-1,.,-2,23,-3
COc1ccc(CCNC(=O)COc2ccc(C)nc2[N+](=O)[O-])cc1OC,-3,.,-12,7,.,2,-12,-2
C[C@@H]1CCCCO[C@H](CN(C)C(=O)Cc2ccccc2)[C@@H](C)CN([C@H](C)CO)C(=O)c2cc(NS(=O)(=O)c3ccc(Cl)cc3)ccc2O1,8,0,-12,-19,3,2,-5,5
O=C(COc1ccc2ccccc2c1)NNC(=O)c1ccc([N+](=O)[O-])cc1,0,6,7,21,3,4,-11,.
CC(=O)N1[C@@H]2Cn3c(ccc(-c4ccccc4)c3=O)[C@H]1[C@@H](C(=O)N1CCCCC1)[C@@H]2CO,2,3,1,-8,.,0,5,2
CCCNC(=O)N1CC2(CN(C(=O)COC)C2)c2c(n(C)c3cc(OC)ccc23)[C@H]1CO,3,2,-15,.,.,-1,1,.
Cc1cc(C(=O)Nc2cccc3c2O[C@@H](CN(C)S(=O)(=O)c2ccccc2)[C@@H](C)CN([C@H](C)CO)C3=O)n(C)n1,0,6,3,12,.,0,-15,1
COc1c(C)cc(C(=O)C2CCCN(Cc3cnc(N4CCOCC4)s3)C2)cc1C (stereo unspecified),-13,.,7,1,3,-3,13,.
CC1(C(=O)Nc2ccc3ccccc3c2)CCC(=O)N1CCOc1ccccc1 (stereo unspecified),-3,-19,2,7,-2,0,-11,1

# This part in full (from the top)
SMILES,S100A4 MyoIIA,PGC1a acetyl inh,EWS-Fli inh,PAX8 inh HTS,FN deposit inh,ERAP1 inh,LGR2 antag,PglD DTNB
CC(C)NC(=O)c1ccc2nc([C@@H]3O[C@H](CO)[C@H](O)[C@H](O)[C@H]3O)[nH]c2c1,-4,.,-2,-5,-1,-1,17,-2
Cc1ccc(C(=O)Cn2c(=N)n(CCN3CCOCC3)c3ccccc32)cc1,12,.,-102,-5,1,1,-27,1
COc1ccc(CCNCCC(c2ccccc2)c2ccccc2)cc1OC,0,-5,8,4,2,-5,-12,1
COc1cccc(NC(=O)C2(C)CCCN(C(C)C)C2)c1 (stereo unspecified),1,-9,-5,9,1,0,-12,4
Cc1cccc(C)c1NC(=O)CCCSc1nc2ccccc2s1,-4,.,4,4,4,-10,-7,5
C/C=C/c1ccc2c(c1)O[C@@H](CN(C)C(=O)c1ccc3c(c1)OCO3)[C@@H](C)CN([C@@H](C)CO)S2(=O)=O,14,-13,-1,.,3,0,0,-4
COc1ccccc1CN1CC(C(=O)NCc2nc3ccccc3n2C)CCC1=O (stereo unspecified),-1,-4,5,-1,.,-2,23,-3
COc1ccc(CCNC(=O)COc2ccc(C)nc2[N+](=O)[O-])cc1OC,-3,.,-12,7,.,2,-12,-2
C[C@@H]1CCCCO[C@H](CN(C)C(=O)Cc2ccccc2)[C@@H](C)CN([C@H](C)CO)C(=O)c2cc(NS(=O)(=O)c3ccc(Cl)cc3)ccc2O1,8,0,-12,-19,3,2,-5,5
O=C(COc1ccc2ccccc2c1)NNC(=O)c1ccc([N+](=O)[O-])cc1,0,6,7,21,3,4,-11,.
CC(=O)N1[C@@H]2Cn3c(ccc(-c4ccccc4)c3=O)[C@H]1[C@@H](C(=O)N1CCCCC1)[C@@H]2CO,2,3,1,-8,.,0,5,2
CCCNC(=O)N1CC2(CN(C(=O)COC)C2)c2c(n(C)c3cc(OC)ccc23)[C@H]1CO,3,2,-15,.,.,-1,1,.
Cc1cc(C(=O)Nc2cccc3c2O[C@@H](CN(C)S(=O)(=O)c2ccccc2)[C@@H](C)CN([C@H](C)CO)C3=O)n(C)n1,0,6,3,12,.,0,-15,1
COc1c(C)cc(C(=O)C2CCCN(Cc3cnc(N4CCOCC4)s3)C2)cc1C (stereo unspecified),-13,.,7,1,3,-3,13,.
CC1(C(=O)Nc2ccc3ccccc3c2)CCC(=O)N1CCOc1ccccc1 (stereo unspecified),-3,-19,2,7,-2,0,-11,1
O=C(C1CCCC1)N1C[C@H]2[C@@H](c3ccccc31)[C@@H](CO)N2C(=O)c1cccnc1,0,8,-3,9,.,-2,11,2
CC(=O)c1sc(NC(=O)Cc2c(F)cccc2Cl)nc1C,-3,-4,-22,-12,4,0,1,.
COc1ccc(S(=O)(=O)Nc2ccc3c(c2)n(C)c(=O)n3C)cc1C,-2,-2,43,6,-7,1,4,.
OCCC1CN(C2CCC2)CCN1Cc1ccc(F)c(F)c1 (stereo unspecified),-5,0,-10,-20,5,0,.,2
C[C@@H]1CCCCO[C@H](CN(C)C(=O)C2CCCCC2)[C@H](C)CN([C@@H](C)CO)C(=O)c2cc(NS(=O)(=O)c3ccccc3)ccc2O1,-23,10,21,21,1,2,-2,-4
O=C(C[C@H]1CC[C@H]2[C@@H](COC[C@H](O)CN2C(=O)Nc2ccccc2)O1)NCCCN1CCOCC1,12,-2,-10,2,-4,0,-3,1
CCCN(C)C[C@H]1Oc2ncc(C#CCOC)cc2C(=O)N([C@@H](C)CO)C[C@H]1C,-4,-3,-11,.,12,-1,13,-3
Cc1ccc(NC(=O)C2CCCN(c3nccc(C)n3)C2)c(C)c1 (stereo unspecified),-23,-15,1,29,12,1,-7,-3
CC(C)Cn1c(SCC(N)=O)nnc1-c1cccc(S(=O)(=O)N2CCOCC2)c1,13,.,2,2,4,4,-4,1
CC1C=NC(S(=O)(=O)N2CC[C@@H]3[C@@H](CO)N(C)c4ccc(C5=CCCCC5)cc4[C@@H]32)=N1 (stereo partly specified),-4,0,-3,4,0,-2,2,-3
O=C(CN1C(=O)C2C3C=CC(C3)C2C1=O)OCC(=O)c1ccc(Cl)cc1 (stereo unspecified),-5,-2,-1,.,-7,-7,-3,-4
COc1cc(/C=N/NC(=O)CCn2nc(C)cc2C)ccc1O,-14,9,-16,-10,-5,-1,0,-4
Cn1c(CCCNC(=O)c2ccco2)nc2ccccc21,3,2,-2,1,9,2,-16,-1
CC1=C(C(N)=O)C(c2cccs2)n2ncnc2N1 (stereo unspecified),-4,-3,5,-1,6,.,9,0
CC(=O)Oc1ccc(Cn2c(C)c(C(=O)NCc3ccc(C#N)cc3)sc2=O)cc1,-2,.,-1,21,6,.,14,3
Cc1ccc(C(=O)COC(=O)C2C3C=CC(C3)C2C(=O)OCC(=O)c2ccc(C)c(C)c2)cc1C (stereo unspecified),.,-14,.,-8,4,.,.,-2
N#CC1=C(N)Oc2cc(N)ccc2C1c1cc(Br)cs1 (stereo unspecified),3,-45,58*,28,0,1,.,3
CC(C)(C)c1nnc(NC(=O)COc2ccc3c(c2)OCO3)s1,3,-58,-52,-130,-5,-6,-54,0
Cc1ccc(S(=O)(=O)N2CCOCC2)cc1NC(=O)COC(=O)/C=C/c1ccc(F)cc1,-1,.,-2,9,.,-1,13,.
Cc1cnc(NS(=O)(=O)c2ccccc2)c(Br)c1,-18,.,3,-14,-6,1,12,.
CCCn1ncc(CN2CCC(n3nccc3NC(=O)c3ccccc3Cl)CC2)c1C,3,-4,-1,-5,-1,-2,15,-5
OC[C@@H]1[C@H](c2ccc(-c3ccc(F)cc3)cc2)[C@H]2CN(CCC(F)(F)F)CCCCN12,-7,-11,.,-9,0,1,19,4
Cc1cc(C)n2c(NC3CCCCC3)c(-c3ccc(F)cc3)nc2n1,-28,.,-9,-5,12,1,-28,.
COc1ccccc1-c1cnc2c(c1)C(=O)N([C@H](C)CO)C[C@H](C)[C@H](CN(C)Cc1cncnc1)O2,29,-3,-17,.,.,3,-10,3
CCOCCCNC(=O)CN1C(=O)/C(=C/c2ccccc2C)Sc2ccccc21,-9,.,-1,2,-1,0,-20,-1
CCOC(=O)c1cnn(-c2nc(OC)cc(OC)n2)c1C(F)(F)F,-3,.,-2,18,-3,4,-21,8
CCCCn1c(-c2nonc2NC(=O)c2ccccc2Cl)nc2ccccc21,-7,7,-14,21,-1,-2,31,-5
CCN(CC)CCNC(=O)c1ccc(NC(=O)c2cn(-c3ccc(F)cc3)nc2-c2cccc(OC)c2)cc1,-7,-14,59*,53,16,7,2,-4
C[C@H](CO)N1C[C@H](C)[C@@H](CN(C)C(=O)Nc2ccc3c(c2)OCO3)Oc2c(NC(=O)C3CCOCC3)cccc2C1=O,2,-12,4,-18,10,2,26,2
C[C@H]1CN([C@@H](C)CO)C(=O)c2cccc(NS(=O)(=O)c3ccc(Cl)cc3)c2O[C@H]1CN(C)C(=O)Nc1ccccc1,27,-18,-9,-1,.,-8,-11,0
O=C(C1=C[C@H](c2csc3ccccc23)C[C@H](OCCCCO)O1)N1CCN(Cc2ccccc2)CC1,5,-2,13,12,-3,7,-19,3
Cc1ccnc(NC(=O)CCC(=O)N(CC(=O)NCCc2ccccc2)c2ccc(F)cc2)c1,-12,-8,3,7,-3,2,9,-4
O=C(COc1ccc(Br)cc1F)NCC1(N2CCCCC2)CCCCC1,-16,3,4,14,.,1,-5,-1
CNc1ccc(S(=O)(=O)NCC(=O)OCC(=O)Nc2cccc(Cl)c2Cl)cc1[N+](=O)[O-],.,7,.,3,1,.,-6,-2
O=C(NCc1cccc(Cl)c1)c1cccc(C(F)(F)F)c1,6,-2,-1,.,.,3,-4,0

# Compound profiles, from the list above. Order of values: S100A4 MyoIIA, PGC1a acetyl inh, EWS-Fli inh, PAX8 inh HTS, FN deposit inh, ERAP1 inh, LGR2 antag, PglD DTNB
# Entry for O=C(COc1ccc(Br)cc1F)NCC1(N2CCCCC2)CCCCC1 : -16, 3, 4, 14, ., 1, -5, -1
# Entry for O=C(NCc1cccc(Cl)c1)c1cccc(C(F)(F)F)c1 : 6, -2, -1, ., ., 3, -4, 0

# (cont.)
SMILES,S100A4 MyoIIA,PGC1a acetyl inh,EWS-Fli inh,PAX8 inh HTS,FN deposit inh,ERAP1 inh,LGR2 antag,PglD DTNB
COc1ccc(CNC(=O)c2csnn2)cc1,.,2,.,.,7,.,19,-6
O=C(NNS(=O)(=O)c1ccccc1[N+](=O)[O-])c1ccccc1Cl,0,.,5,0,0,-1,2,.
O=S(=O)(c1ccc(OCC(O)CN2CCCCC2)cc1)N1CCOCC1 (stereo unspecified),.,8,.,-12,2,.,.,11
Cc1[nH]c(C)c(S(=O)(=O)N2CCc3ccccc32)c1C(=O)N1CCCCC1,1,-1,0,-16,3,1,0,-3
